Shiga toxin inh = blocks Shiga toxin action in Vero cells; Vero cells, Shiga toxin protein synthesis inhibition reporter; inhibition, % at 38.7 µM; 9.2% of 290,000 active; in the data active means inhibition mostly above about 28%, no sharp cut-off; inactive means mostly below about 43%; further: 0% is about no effect
Giardia FBPA inh = inhibitors of Giardia lamblia fructose-1,6-bisphosphate aldolase; purified Giardia FBPA; AID 2451; Potency, µM (doses to about 59.6 µM), inactives show at the highest dose activity, negative = inhibition, hits mostly inhibitors; 0.71% of 290,000 active; A8B2U2; further: potency means the concentration at half of the fitted maximal effect; on the % scale 0 is the no-effect control and ±100 the full control effect; nearly all actives have a fitted effect of over 55% in size
Target sequence (A8B2U2 whole entry, looked up): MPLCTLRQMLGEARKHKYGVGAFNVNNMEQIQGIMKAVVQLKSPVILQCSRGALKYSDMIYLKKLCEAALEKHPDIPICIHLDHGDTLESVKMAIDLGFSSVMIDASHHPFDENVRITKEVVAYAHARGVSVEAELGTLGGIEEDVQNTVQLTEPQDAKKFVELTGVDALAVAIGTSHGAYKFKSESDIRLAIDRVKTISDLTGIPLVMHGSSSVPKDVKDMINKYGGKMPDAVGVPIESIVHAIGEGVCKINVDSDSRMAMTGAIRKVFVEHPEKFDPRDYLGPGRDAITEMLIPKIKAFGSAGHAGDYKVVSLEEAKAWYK
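40 nM FBPA preincubated 10 min at RT with compound (up to 57.5 uM final), then substrate plus GAPDH/TPI/NAD/arsenate coupling and diaphorase/resazurin added. Fluorescence read after 20 min at RT, 525/598 nm.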
Pf growth 96h = inhibits malaria parasite growth, 96 h; 6.9% of 320,000 active; AID 504834; Potency, µM (doses to about 28.7 µM), for inactives: at the top dose activity change, negative = inhibition, usual class: inhibitors; P. falciparum luciferase reporter growth, 96 h; further: potency means the concentration at half of the fitted maximal effect; on the % scale 0 is the no-effect control and ±100 the full control effect
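Two parasite generations (96 h, 37 C, 5% CO2) of compound exposure in infected erythrocytes (0.05% parasitemia, 2% hematocrit). Luciferase-reporter P. falciparum; decreased luminescence indicates inhibited growth, aimed at apicoplast-acting delayed death.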
CHX counter = affects cycloheximide protein synthesis inhibition readout, counter-screen; cell reporter, cycloheximide protein synthesis inhibition counterscreen; max response, %; 12% of 300,000 active; AID 2314; in the data active means max response mostly above about 13%, no sharp cut-off; inactive means mostly below about 14%; further: read at 38.3 µM for the half of the compounds with a filed dose; 0% is about no effect
Pf growth 48h = inhibits P. falciparum growth in the first generation, 48 h. 5.9% of 310,000 active. Potency, µM (series often up to 28.7 µM), without a hit: at the highest dose activity change, negative = inhibition, usual class: inhibitors. AID 504832. P. falciparum luciferase growth in erythrocytes, 48 h; further: potency means the concentration at half of the fitted maximal effect; on the % scale 0 is the no-effect control and ±100 the full control effect
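A one-generation exposure of luciferase-tagged malaria parasites in RPMI 1640/Albumax erythrocyte culture, 37 C and 5% CO2. Inhibition is inferred from decreased luminescence after adding detection reagent.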
HCV inhibitor = inhibitors of hepatitis C virus infection; AID 651820; Huh7.5.1 HCVcc-Cre infection, luciferase reporter, 44 h; Potency, µM (top dose mostly 41.8 µM), for inactives: at the highest dose activity change, negative = inhibition, hits mostly inhibitors; 3.4% of 340,000 active; further: potency means the concentration at half of the fitted maximal effect; on the % scale 0 is the no-effect control and ±100 the full control effect
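Infectious HCV cell culture screen: compound-treated cells (1,000/well, pre-plated 4 h) are infected with HCVcc-Cre at roughly 0.5 moi and grown 44 h. Infection is quantified by luciferase signal after 15 min substrate incubation at room temperature.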
* = called active by the depositor; ? = inconclusive; / = no result given; & = joins results of further samples; [ ] = another dose, or the depositor's remark. Unless noted, the call rests on the fitted dose curve; in most records, active means well fitted curve in the direction sought with a large enough effect; inconclusive means small, poorly fitted or top-dose-only effect, or another doubt; inactive means no such curve, though single readings can be large; an effect the other way counts as inactive or inconclusive.

SMILES	Shiga toxin inh	Giardia FBPA inh	Pf growth 96h	CHX counter	Pf growth 48h	HCV inhibitor
Cc1cc(C(=O)Nc2cccc(NC(=O)c3ccco3)c2)ccc1[N+](=O)[O-]	27*	/	?	19*	-3%	?
O=C(COC(=O)c1cccc(C(F)(F)F)c1)NCc1ccccc1	13	2%	15%	-2	-8%	28%
CCOC(=O)N1CCN(C(=S)NC(=O)c2ccc(F)cc2)CC1	-6	?	-28%	-3	7%	6%
COc1ccccc1NC(=O)C(C)OC(=O)c1ccc(-n2cnnn2)cc1 (stereo unspecified)	/	/	?	/	-2%	-14%
Cc1ccc([N+](=O)[O-])cc1NC(=S)NC(=O)c1cccs1	-12	-10%	24%	1	34%[activator]	8%
CC(C)(C)c1nn(-c2ccccc2)c2[nH]c(=O)c(CNCc3ccc4c(c3)OCO4)cc12	-2	-3%	0.33µM*	5	/	-28%
COc1ccc(CNC(NC(=O)c2ccccc2)(C(F)(F)F)C(F)(F)F)cc1	-2	-3%	?	0	12µM*	?
COc1ccc(CNC(=O)Cn2nc(C)c3c(C)n(-c4ccc(C)cc4)nc3c2=O)cc1OC	-2	/	?	-1	?	?
O=C(O)C(Br)CBr (stereo unspecified)	/	/	25%	/	25%	-8%
O=C(Nc1ccc(F)cc1)C1CCN(C(=O)c2ccc([N+](=O)[O-])cc2)CC1	-3	0%	32%[activator][5.75 µM]	3	?	5%

Next part; it opens with the two that closed the last part.
SMILES	Shiga toxin inh	Giardia FBPA inh	Pf growth 96h	CHX counter	Pf growth 48h	HCV inhibitor
O=C(O)C(Br)CBr (stereo unspecified)	/	/	25%	/	25%	-8%
O=C(Nc1ccc(F)cc1)C1CCN(C(=O)c2ccc([N+](=O)[O-])cc2)CC1	-3	0%	32%[activator][5.75 µM]	3	?	5%
CCOC(=O)N1CCN(S(=O)(=O)CCNC(=O)c2ccc(F)cc2)CC1	/	/	-2%	/	17%	22%
C=CCC(C#Cc1ccccc1)N(C)C (stereo unspecified)	-11	-7%	/	-2	8%	17%
COc1cccc(-c2c(C(=O)N/N=C/c3sccc3C)nnn2-c2nonc2N)c1	28	?	?	-3	?	0%
CCOc1cc(C(=O)N/N=C/c2ccoc2)cc(OCC)c1OCC	-10	/	?	-3	-8%	-16%
CCOC(=O)c1ccc2c(c1)nc(SCC(=O)N1CCOCC1)n2CC	-4	-2%	-12%	-3	-8%	0%
Cc1cc(C)n(C(C)CC(=O)Nc2ccc3c(c2)OCCO3)n1 (stereo unspecified)	18	-12%	-8%	27	20%	-20%
S=C(c1cn(CCOc2ccccc2)c2ccccc12)N1CCCC1	20	4%	?	5	12µM*	11µM*
CN(C)S(=O)(=O)c1ccc(NC(=S)NC(=O)c2cccs2)cc1	23	18µM*	9.3µM*	11*	13%	-1%
CSc1nn(CCc2ccncc2)c(=S)s1	-12	?	-8%	-2	?	9%
Cc1cc(C(F)F)n2nc(C(=O)Nc3cccc(C(F)(F)F)c3)nc2n1	-8	0%	?	-5	-27%	-11%
Cc1ccc(NC(=O)CCc2nnc(SCC(=O)Nc3ccccc3C)n2C)cc1Cl	-16	3%	4%	-3	1%	1%
CCCN(CC(=O)Nc1cc(Cl)ccc1Cl)C(=O)c1ccc(N2CCCC2=O)cc1	/	/	?	/	?	?
CC(=O)Oc1ccc(C(=O)Nc2ccc(C3(C#N)CCCC3)cc2)cc1	16	6%	?	12*	-1%	14µM*
COc1ccc(C)cc1NC(=O)CSc1nnc(-c2ccco2)n1N	-21	2%	28%	-5	3%	13%
COCCN(C(=O)CSc1nc2ccccc2c(=O)n1CC(C)C)c1c(N)n(Cc2ccccc2)c(=O)[nH]c1=O	17	17%	-51%	-4	10µM*	-27%
COc1ccc(-c2[nH]c(-c3ccc(C)cc3)nc2SCC(=O)NCc2ccco2)cc1OC	2	-9%	26%	4	/	13%
CCOC(=O)/C=C/C(=O)OCC(=O)NC(c1ccccc1)c1ccccc1	8	0%	9%	20*	2%	-7%
NC(=O)CNC(=O)[C@@H]1CC2(CC(c3cccc(Br)c3)=NO2)CN1C(=O)c1ccc(Br)cc1 (stereo partly specified)	-19	-11%	0%	-1	32%[activator]	27%
O=C(Nc1ccnn1C1CCN(CC(O)CO)CC1)C1CCCC1 (stereo unspecified)	-15	/	-3%	-2	0%	/
O=C(Nc1ncc(C(F)(F)F)cc1Cl)c1ccc(S(=O)(=O)N2CCOCC2)cc1	15	-7%	0%	-1	16%	6%
Cc1c(NC(=O)Nc2ccccc2)cccc1[N+](=O)[O-]	-38	-6%	28%	-1	43%[activator]	-7%
O=C(/C=C/c1ccccc1Cl)Nc1ccc(Cl)cn1	48*	15%	-19%	23	222%[activator]	13%
COc1ccc(N2CCN(C(=O)c3cc4cc(Cl)ccc4[nH]3)CC2)cc1	13	-22%	?	19*	?	15%
O=C(NCc1ccncc1)c1cc(C(=O)C2CC2)c[nH]1	-8	1%	3%	0	/	-5%
COCCn1c(SCC(=O)Nc2ccccc2F)nnc1-c1ccoc1C	4	2%	18%	-3	10%	14%
Cc1nn(CC(=O)OCC(=O)Nc2ccccc2[N+](=O)[O-])c(C)c1[N+](=O)[O-]	-9	-3%	29%	-4	11%	9%
CCOCCCNC(=O)c1ccc(CS(=O)(=O)Cc2ccccc2F)o1	5	4%	/	-5	10%	14%
COC(=O)c1[nH]c2cccc(OC)c2c1NC(=O)CN1CC(C)OC(C)C1 (stereo unspecified)	-10	-2%	-22%	-2	/	-18%
CC1=C(C(=O)OCc2ccc3c(c2)OCO3)C(c2ccccc2OCc2ccccc2)NC(=O)N1 (stereo unspecified)	-27	-17%	/	1	10µM*	10µM*
COc1ccc(CNC(=O)CCC(=O)Nc2nnc(C(C)C)s2)cc1	13	4%	0%	-1	10%	-1%
Fc1ccccc1CCNCc1ccccc1	4	-4%	25%	2	21%	-6%
CCOC(=O)C1CCCN(S(=O)(=O)Cc2ccc(Cl)cc2)C1 (stereo unspecified)	1	2%	?	1	-11%	-4%
CN1CC(C(=O)c2ccc(F)cc2)C(c2c(F)cccc2Cl)C1 (stereo unspecified)	25	1%	-9%	0	-1%	0%
O=C(CSc1nnc2ccc(-c3ccc(F)cc3)nn12)NCC1CCCO1 (stereo unspecified)	/	/	-21%	/	?	-1%
Cc1ccc(-c2csc(NC(=O)c3ccco3)n2)cc1C	149*	10%	0.59µM*	34*	20%	?
Cc1cc2c(C(C)C)c(O)c(O)c(C=O)c2c(O)c1-c1c(C)cc2c(C(C)C)c(O)c(O)c(C=O)c2c1O	7&30	?	5.2µM*	1&7	13µM*	?
COc1ccccc1CCNC(=O)CSc1nc(=O)[nH]c2c1CCC2	/	/	4%	/	?	11%
CCOc1ccc(NC(=O)c2ccccc2NC(=O)CN2CCN(C(C)=O)CC2)cc1	-7	-6%	8%	13	?	5%
CCOCCCNC(=O)C(c1ccc(Cl)cc1)N1CCN(C(=O)c2ccco2)CC1 (stereo unspecified)	-13	-5%	?	1	-23%	1%
Cc1cc(NS(=O)(=O)c2ccc(NC(=O)Nc3ccc4c(c3)OCO4)cc2)no1	35*	-1%	-16%	20	50%[activator]	17%
O=C(Nc1ncn[nH]1)c1cccc(S(=O)(=O)N2CCOCC2)c1	-1	-14%	28%	-2	11%	1%
O=C(NCC1CCCO1)c1ccccc1-c1nc(-c2ccccc2Cl)no1 (stereo unspecified)	43*	2%	27%	27*	4%	-11%
O=C(CCCO)c1ccc2c(c1)OCCO2	5	3%	2%	-4	19%	16%
CCC(Sc1ccc(C(=O)O)cc1)C(=O)O (stereo unspecified)	-7	5%	?	-2	5%	10%
Cn1nc(C(=O)NCc2ccccc2)c2ccccc2c1=O	-12	7%	/	25	0%	7%
O=C(Nc1scc(-c2ccc(F)cc2)c1C(=O)O)c1ccco1	92*	16%	/	56*	27%	16%
CCNC(=O)NC(=O)C(C)OC(=O)c1ccc(SC)cc1OC (stereo unspecified)	-3	0%	8%	2	9%	16%
O=C(NC1C=CS(=O)(=O)C1)c1ccccc1 (stereo unspecified)	-10	0%	1%	-7	-8%	3%
O=C(N/N=C/C(Cl)=C/c1ccc([N+](=O)[O-])cc1)C(=O)Nc1ccc(C(=O)O)cc1	-2	-8%	?	1	12µM*	-20%
CCCCCCN(C(=O)CCCCCN1C(=O)NC(c2ccc([N+](=O)[O-])cc2)C(C(=O)OCc2ccccc2)=C1C)C(C(=O)NCCCC)c1ccc(OCC(=O)OC)c(C(=O)OC)c1 (stereo unspecified)	-4	4%&0%	3.3µM*	1	1.9µM*	/

The list goes on.
SMILES	Shiga toxin inh	Giardia FBPA inh	Pf growth 96h	CHX counter	Pf growth 48h	HCV inhibitor
CCCCC(C(=O)O)C(C)CC(=O)Nc1nncs1 (stereo unspecified)	3	3%	?	-3	-10%	10%
Cc1cc(-c2nnc(CCC(=O)N(C)C(C)c3cccs3)o2)no1 (stereo unspecified)	77*	3%	2%	48*	15%	0%
O=C1NC(=O)C(c2ccccc2)(c2ccc(O)cc2)N1 (stereo unspecified)	/	/	-11%	/	-9%	3%
Cc1ccc(-n2c(C)cc(C)c(C#N)c2=O)cc1	-7	8%	-20%	0	2%	6%
COCCN1C(=O)C(O)=C(C(=O)c2cccs2)C1c1ccccc1 (stereo unspecified)	11	3%	34%[activator]	6	31%[activator]	17%
O=C(NCCc1ccccc1)C(=O)NCC(c1ccco1)N1CCOCC1 (stereo unspecified)	17	2%	0%	11	?	11%
COc1ccc(-c2csc(NC(=O)Cc3ccccc3F)n2)cc1OC	29	-1%	?	11	-12%	10µM*
CC1CC[C@@]2(NC1)OC1CC3C4CC[C@@H]5CC(O)CC[C@@]5(C)C4CC[C@]3(C)C1C2C (stereo partly specified)	/	8%	?	/	?	/
O=C(NCc1ccccc1Cl)C1CCN(c2cnccn2)CC1	20	1%	?	-2	-26%	-2%
COc1ccc(S(=O)(=O)Oc2ccc3ccccc3c2)cc1	23*	-1%	?	23*	42%[activator]	?

Profiles from above. Order of values: Shiga toxin inh	Giardia FBPA inh	Pf growth 96h	CHX counter	Pf growth 48h	HCV inhibitor
`O=C(NCc1ccccc1Cl)C1CCN(c2cnccn2)CC1` across the screens: 20	1%	?	-2	-26%	-2%
`Cc1ccc(-n2c(C)cc(C)c(C#N)c2=O)cc1` across the screens: -7	8%	-20%	0	2%	6%
`COc1ccc(S(=O)(=O)Oc2ccc3ccccc3c2)cc1` across the screens: 23*	-1%	?	23*	42%[activator]	?
`CCCCC(C(=O)O)C(C)CC(=O)Nc1nncs1` (stereo unspecified) across the screens: 3	3%	?	-3	-10%	10%
`Cc1cc(-c2nnc(CCC(=O)N(C)C(C)c3cccs3)o2)no1` (stereo unspecified) across the screens: 77*	3%	2%	48*	15%	0%

Remaining list, next part:
SMILES	Shiga toxin inh	Giardia FBPA inh	Pf growth 96h	CHX counter	Pf growth 48h	HCV inhibitor
O=C1OC(c2cc(I)c(O)c(I)c2)(c2cc(I)c(O)c(I)c2)c2ccccc21	-2	-11%	/	1	/	/
CCc1ccc(CN(C)C(=O)CC2C(=O)NCCN2Cc2ccoc2)cc1 (stereo unspecified)	4	-3%	?	2	0%	19%
COC(=O)c1sccc1OC(C)C(C)=O (stereo unspecified)	-22	9%	-1%	16	-1%	1%
CCN(CC(=O)Nc1ccccc1C(=O)OC)S(=O)(=O)c1ccccc1	-7	-8%	/	-1	-11%	-8%
Cc1csc(=O)n1CCC(=O)OCC(=O)Nc1cc([N+](=O)[O-])ccc1Cl	/	/	46%[activator]	/	13%	1%
CCN(CC(=O)Nc1ccc(NC(C)=O)cc1)C(=O)c1cccc(Oc2ccccc2)c1	/	/	-15%	/	-1%	-2%
CC1CCN(CC(C)OC(=O)c2ccc3c(c2)OCCO3)CC1 (stereo unspecified)	28	3%	36%[activator]	23*	/	1%
